# Screens (PubChem BioAssay)
# CHOP inh – inhibitors of CHOP promoter induction, primary screen, cell-based, unfolded protein response, luciferase reporter | CHO-K1 CHOP-promoter luciferase, tunicamycin-induced, 15-18 h | inhibition, % at 10 µM | hit rate 3.8% among 220,000;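 active = compounds that reduced the stress-induced luciferase reporter signal by more than about 70% of percent inhibition, limit read from the data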;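 note: 0% = tunicamycin plus vehicle and 100% = wells without tunicamycin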
# TRPML3 agonist – human TRPML3 channel agonists, primary screen, cell-based, HEK293 TRPML3-YFP, Fluo-8 calcium fluorescence, 3 µM | hit rate 0.29% among 220,000 | 100% = the carbachol control signal | activation, % at 3 µM;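 active = activation above its plate's cutoff, the mean activation of the plate's test wells plus 3 SD, cut at about 12% in these data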;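 note: 0% = DMSO only wells and 100% = carbachol wells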
#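 system = HEK293 cells stably carrying human TRPML3-YFP | doses = one concentration, 3 µM nominal, 0.3% DMSO | timing = dye loading 1 h 37 °C then 30 min ambient, 125 s read | detection = Fluo-8 calcium dye fluorescence, ex 470-495, em 515-575 nm | benchmarks = high control carbachol 87 µM, low control DMSO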
# EBV gp42 block – Epstein-Barr virus gp42 inhibitors, primary screen, biochemical, uHTS, fluorescence polarization. inhibition, % (tested at 21.74 µM). hit rate 0.42% among 220,000. Fluorescence polarization binding assay, mP read-out. Glycoprotein 42 (Epstein-Barr virus (strain AG876)), Q1HVG2; in the data active = inhibition above about 50%
# Target sequence (Q1HVG2 whole entry, looked up): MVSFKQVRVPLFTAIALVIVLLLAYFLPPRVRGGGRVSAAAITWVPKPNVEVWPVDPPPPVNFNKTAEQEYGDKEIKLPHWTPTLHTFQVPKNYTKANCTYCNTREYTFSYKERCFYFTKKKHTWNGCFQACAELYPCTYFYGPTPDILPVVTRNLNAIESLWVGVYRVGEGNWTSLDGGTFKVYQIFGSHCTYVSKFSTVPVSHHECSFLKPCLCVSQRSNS
# PPC-1+TRAIL kill – compounds killing PPC-1 cancer cells with TRAIL present, primary screen, TRAIL potentiator project, ATPLite luminescence, uHTS; PPC-1 cells + TRAIL, ATPLite viability luminescence; cell killing (% activity), % at 4 µM; hit rate 0.41% among 220,000;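 active = cell killing above 50% in the first pass at 4 µM, then a duplicate retest at 5 µM averaging 50% or more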;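 note: plate controls were cells with TRAIL plus DMSO for no effect and medium-only wells lacking cells for full effect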
# p47phox inh – p47phox/p22phox peptide binding inhibitors, primary screen, biochemical, uHTS, NADPH oxidase regulatory subunit; Neutrophil cytosol factor 1 (Homo sapiens), P14598; fluorescence polarization, 2 h; inhibition, % at 24.7 µM; hit rate 0.53% among 220,000;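 active = inhibition above about 30%, limit read from the data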;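 note: 0% = p47phox with labelled peptide and 100% = labelled peptide alone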
# Target sequence (P14598 whole entry, looked up): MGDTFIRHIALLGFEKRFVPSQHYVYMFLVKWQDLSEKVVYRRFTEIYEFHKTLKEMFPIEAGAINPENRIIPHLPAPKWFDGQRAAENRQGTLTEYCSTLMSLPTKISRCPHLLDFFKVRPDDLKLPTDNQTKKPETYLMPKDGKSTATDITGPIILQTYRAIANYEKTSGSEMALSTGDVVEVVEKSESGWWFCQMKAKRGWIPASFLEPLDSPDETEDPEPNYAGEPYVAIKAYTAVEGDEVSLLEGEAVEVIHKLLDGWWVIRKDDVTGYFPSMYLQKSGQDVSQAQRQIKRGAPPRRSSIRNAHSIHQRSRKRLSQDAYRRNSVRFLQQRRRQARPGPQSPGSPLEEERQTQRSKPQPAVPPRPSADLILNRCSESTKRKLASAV
# Runt-SMMHC FRET – inhibitors of RUNX1 Runt–CBFb-SMMHC binding, primary screen, biochemical, FRET, Cerulean-Runt, Venus-CBFb-SMMHC, uHTS | Runt-related transcription factor 1 (Homo sapiens) + Core-binding factor subunit beta … | Cerulean-Runt/Venus-CBFb-SMMHC FRET ratio 530/480, 1 h | inhibition, % at 20 µM | hit rate 0.74% among 220,000 | AID 1434, 2008;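 active = mean inhibition across duplicate retests at 20 µM reaching about 50%, limit read from the data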;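 note: 0% = DMSO wells and 100% = wells with excess untagged CBFb-SMMHC; inhibitors lower the FRET ratio by blocking Runt binding to CBFb-SMMHC; some results filed as inactive read as strong as hits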
# Mdm2 ligase inh – MDM2-luciferase reporter signal enhancers, primary screen, MDM2 E3 ligase inhibitor project, cell-based, luminescence, 1536-well; cell-based MDM2 ubiquitination luciferase reporter, 2 h; 0 = plate control, 100 = twice control, blank-subtracted; signal enhancement, % at 5 µM; hit rate 0.11% among 210,000;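 active = signal enhancement of 30% or more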;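 note: luminescence tracks abundance of the self-degrading MDM2-luciferase fusion protein; higher signal means inhibition of MDM2 E3 ligase activity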
# Target sequence (Q00987 whole entry, looked up, the tested form may be a part): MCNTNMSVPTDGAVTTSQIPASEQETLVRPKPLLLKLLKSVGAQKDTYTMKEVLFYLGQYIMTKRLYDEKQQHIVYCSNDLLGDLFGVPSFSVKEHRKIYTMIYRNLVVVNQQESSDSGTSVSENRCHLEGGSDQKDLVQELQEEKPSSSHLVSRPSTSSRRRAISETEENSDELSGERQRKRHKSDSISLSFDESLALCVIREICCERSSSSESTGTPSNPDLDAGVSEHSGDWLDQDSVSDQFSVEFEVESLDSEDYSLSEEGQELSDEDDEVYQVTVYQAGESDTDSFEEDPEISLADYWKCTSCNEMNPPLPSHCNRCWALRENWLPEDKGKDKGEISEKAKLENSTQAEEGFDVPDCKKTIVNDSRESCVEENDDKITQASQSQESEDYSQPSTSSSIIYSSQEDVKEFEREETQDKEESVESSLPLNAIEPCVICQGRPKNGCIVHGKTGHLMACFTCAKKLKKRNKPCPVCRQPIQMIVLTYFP
#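 system = mammalian cells stably expressing self-ubiquitinating, self-degrading MDM2 E3–luciferase fusion | quantity = 2000 cells per well seeded | incubation = 4 h cell settling then 2 h compound exposure, 37 °C | signal = SteadyLite luminescence, 15 min reagent step | benchmarks = plate control and blank wells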
# zfTRPN1 agonist – zebrafish TRPN1 channel agonists, primary screen, cell-based, HEK293, calcium fluorescence; transient receptor potential cation channel N1 (TRPN1/NompC), Danio rerio; activation, % at 3 µM; hit rate 0.18% among 220,000; HEK293 zebrafish TRPN1-YFP, Fluo-8 calcium fluorescence; 100% = response to 87 µM carbachol;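 active = activation above its plate's cutoff, the mean activation of test wells on that plate plus 3 SD, cut at about 19% in these data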;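 note: 0% = DMSO alone and 100% = 87 µM carbachol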
#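 Control set: carbachol 87 µM as high control, DMSO as low control; system: HEK293 stable line with zebrafish TRPN1-YFP; read-out: % activation versus carbachol response; detection: intracellular calcium fluorescence with Fluo-8; doses: single test compound dose, 3 µM nominal, 0.3% DMSO; schedule: dye 1 h 37 °C plus 30 min RT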
# TNF death inh – inhibitors of TNF-alpha triggered necroptosis, primary screen, cell-based, Jurkat FADD-/-, single concentration; hit rate 0.068% among 220,000; Jurkat FADD-/- TNF necroptosis rescue, ATP luminescence, 24 h; 0 = TNF only, 100 = no-TNF cells; AID 463075, 2010; activation (protection from cell death), % at 10 µM;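 active = activation, meaning protection from cell death, of at least 50% relative to plate controls; inactive = activation below 50%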;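 note: necroptosis triggered by 40 ng/mL TNF-alpha added together with compound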
# Numbers without * were called inactive; · = no result given; + = active, no number; [ ] = dose if it differs, or a comment. The order is random; overall some 5.9% were active at least once.
SMILES,CHOP inh,TRPML3 agonist,EBV gp42 block,PPC-1+TRAIL kill,p47phox inh,Runt-SMMHC FRET,Mdm2 ligase inh,zfTRPN1 agonist,TNF death inh
O=C1N/C(=N/O)S/C1=C/c1cccc([N+](=O)[O-])c1,-10,0.6,2,23,-4,1,-93,0.7,1.5
O=C(O)c1cccc(S(=O)(=O)NCCc2ccccc2)c1,-4,0.2,-8,23,-2,4,-15,0.7,-0.5
CCN(CC(=O)Nc1cccc(C(C)=O)c1)S(=O)(=O)c1ccc(C)cc1,10,0.2,-15,11,-1,-1,-22,0.7,0.3
COC(=O)c1ccc2c(=O)n(CC3CCCO3)c(=S)[nH]c2c1 (centres undefined),11,1.2,-18,16,-15,-6,-5,-0.2,-3.7
CC(C)c1nnc(NC(=O)CS(=O)(=O)Cc2ccccc2)s1,4,0.1,-13,15,-4,-8,-9,1.1,-0.7
COC(=O)C(CCSC)NC(=O)c1cccc([N+](=O)[O-])c1 (centres undefined),-13,-0.1,-18,-11,1,-4,-4,0.9,-2.5
CCNC(=S)N1CCN(CCNC2=CC(=O)CC(C)(C)C2)CC1,-1,0.4,-15,16,6,-2,-8,2.1,-1.1
O=C1C(Cl)=C(Nc2ccc3cn[nH]c3c2)C(=O)c2ccccc21,107*,-1.3,-22,76*[5 µM],29,32,·,-2.1,-25
CCC(=O)Oc1ccc(C(=O)Nc2ccc([N+](=O)[O-])cc2)cc1,-3,4.6,-16,12,-2,-9,-7,9.8,-5.4
Cc1cc(NC(=S)Nc2ccc(C)c(Cl)c2)n[nH]1,3,0.8,-11,8,-42,4,-15,-0.1,2.0
CC(C)(C)CC(=O)NCc1ccc(F)cc1,9,-0.2,-4,-15,-12,1,-8,-1.4,12
COc1ccc(NS(=O)(=O)c2cc(NC(=O)c3cccnc3Cl)ccc2N2CCCC2)cc1,15,0.2,-3,-2,+,-2,-15,0.2,-2.4

# An excerpt from above in order of formula weight, largest number first:
SMILES,CHOP inh,TRPML3 agonist,EBV gp42 block,PPC-1+TRAIL kill,p47phox inh,Runt-SMMHC FRET,Mdm2 ligase inh,zfTRPN1 agonist,TNF death inh
CCN(CC(=O)Nc1cccc(C(C)=O)c1)S(=O)(=O)c1ccc(C)cc1,10,0.2,-15,11,-1,-1,-22,0.7,0.3
CC(C)c1nnc(NC(=O)CS(=O)(=O)Cc2ccccc2)s1,4,0.1,-13,15,-4,-8,-9,1.1,-0.7
COC(=O)c1ccc2c(=O)n(CC3CCCO3)c(=S)[nH]c2c1 (centres undefined),11,1.2,-18,16,-15,-6,-5,-0.2,-3.7

# More results follow:
SMILES,CHOP inh,TRPML3 agonist,EBV gp42 block,PPC-1+TRAIL kill,p47phox inh,Runt-SMMHC FRET,Mdm2 ligase inh,zfTRPN1 agonist,TNF death inh
O=C(N1CCCCC1)N1CCN(C(c2ccccc2)c2ccccc2)CC1,83*,1.1,7,12,-7,1,-16,-1.5,-1.1
COc1ccc(C2N(C(=O)CN3CCOCC3)CCN2S(=O)(=O)c2ccccc2)cc1 (centres undefined),-7,0.7,1,7,-3,0,-13,2.7,0.2
CCn1c(Cc2ccc(OC)cc2)nnc1SCC(=O)NC1CCCCC1,-5,0.1,-5,2,-27,3,-17,-1.0,1.2
Cc1ccc(NC(=O)CCN2CCN(C/C=C/c3ccccc3)CC2)cc1,-12,0.4,-20,15,-4,-1,-15,-0.4,-0.8
CC(=O)Nc1ccc(C2(O)COc3ccccc3O2)cc1 (centres undefined),12,1.2,-20,2,-2,3,-10,1.9,-2.8
Cc1ccc(CNC(=O)COc2ccc(S(=O)(=O)NC(C)C)cc2)cc1,15,-0.7,-8,16,1,0,1,-1.0,0.8
Cc1ccc(-c2nc(NCc3ccco3)n(C(=O)c3ccco3)n2)cc1,-24,1.1,-6,3,-11,-1,-15,0.1,1.8
CCC(C)(C(=O)NC1CCCC1)N(Cc1cccs1)C(=O)Cc1cccs1 (centres undefined),17,0.7,2,18,-7,-2,-17,-0.9,0.7
CCC1CCCCN1CCCNC(=O)C1CCC(=O)N1Cc1ccc(C)cc1 (centres undefined),-21,0.2,-30,-9,-40,-1,-16,0.3,0.8
Cc1onc(-c2c(Cl)cccc2Cl)c1C(=O)NCCCN1CCOCC1,0,0.0,12,29,-11,-2,-12,0.1,0.0
O=S1(=O)CC(O)C(Nc2ccccc2Cl)C1 (centres undefined),2,1.0,11,26,-9,-6,-5,1.1,0.5
O=C(Cc1cccs1)N(Cc1ccco1)C1(C(=O)NC2CCCCC2)CCCCC1,24,0.5,-13,12,43*,-4,-4,0.0,3.2
CN(C)c1cccc(C(=O)NCc2ccccc2)c1,1,0.6,-2,10,3,3,-19,0.0,-0.2
COc1cc(OC)cc(C(=O)N2CCC(n3c(C)nc4cc(F)ccc43)CC2)c1,17,0.1,-16,-11,-13,1,5,1.0,1.2
Cc1ccc(S(=O)(=O)N/N=C/c2cc(Br)c(C)o2)cc1,0,-1.0,-22,-5,-2,-3,-8,1.8,3.8
C/C(=N\NC(=O)C1COc2ccccc2O1)c1ccc(C)o1 (centres undefined),9,0.4,-20,-6,-11,1,3,-0.3,0.1
COc1ccc([N+](=O)[O-])cc1NC(=S)NC(NC(=O)Cc1ccc(OC)c(OC)c1)C(Cl)(Cl)Cl (centres undefined),-6,0.1,7,-17,13,5,-7,5.2,-2.1
CC(C)(C)n1ncc2c(=O)n(CC(=O)NCc3ccccc3Cl)cnc21,-45,0.6,-17,30,-1,3,-50,1.0,1.0
Cc1ccc(-c2nnc(SCC(=O)NNC(=O)COc3ccccc3C)n2C)cc1,23,-0.1,-25,10,0,0,3,-0.9,0.5
COc1cccc(NC(=O)NCCc2ccc(Cl)cc2)c1,-5,0.2,1,-1,-8,0,-14,-0.1,1.1
[O-][n+]1c2c(c3c4non(O)c4ccc31)CCCC2,49,0.3,-6,20,-11,-7,-18,4.1,-0.7
O=C(Cc1ccc(F)cc1)Nc1cccc(-c2ccc3nncn3n2)c1,11,1.2,3,0,-7,1,3,0.3,4.9
O=C(Nc1cccn(Cc2c(Cl)cccc2Cl)c1=O)C1CC1,21,0.8,3,-4,-4,-1,-8,-0.8,12
COc1ccc(N2CCN(C(=O)c3ccc4nc(N5CCCCC5)sc4c3)CC2)cc1,16,0.2,-15,4,-1,0,-2,1.2,0.3

# A different layout for part of the listing above:
molecule	CHOP inh	TRPML3 agonist	EBV gp42 block	PPC-1+TRAIL kill	p47phox inh	Runt-SMMHC FRET	Mdm2 ligase inh	zfTRPN1 agonist	TNF death inh
COc1cc(OC)cc(C(=O)N2CCC(n3c(C)nc4cc(F)ccc43)CC2)c1	17	0.1	-16	-11	-13	1	5	1.0	1.2
Cc1ccc(S(=O)(=O)N/N=C/c2cc(Br)c(C)o2)cc1	0	-1.0	-22	-5	-2	-3	-8	1.8	3.8
C/C(=N\NC(=O)C1COc2ccccc2O1)c1ccc(C)o1 (centres undefined)	9	0.4	-20	-6	-11	1	3	-0.3	0.1
COc1ccc([N+](=O)[O-])cc1NC(=S)NC(NC(=O)Cc1ccc(OC)c(OC)c1)C(Cl)(Cl)Cl (centres undefined)	-6	0.1	7	-17	13	5	-7	5.2	-2.1

# Back to the main list with the 3 entries that preceded the break.
SMILES,CHOP inh,TRPML3 agonist,EBV gp42 block,PPC-1+TRAIL kill,p47phox inh,Runt-SMMHC FRET,Mdm2 ligase inh,zfTRPN1 agonist,TNF death inh
O=C(Cc1ccc(F)cc1)Nc1cccc(-c2ccc3nncn3n2)c1,11,1.2,3,0,-7,1,3,0.3,4.9
O=C(Nc1cccn(Cc2c(Cl)cccc2Cl)c1=O)C1CC1,21,0.8,3,-4,-4,-1,-8,-0.8,12
COc1ccc(N2CCN(C(=O)c3ccc4nc(N5CCCCC5)sc4c3)CC2)cc1,16,0.2,-15,4,-1,0,-2,1.2,0.3
CC(C)NC(=O)C1CC(=O)N(C(C)c2ccccc2)C1 (centres undefined),-24,0.6,-14,17,5,1,-28,2.1,1.3
O=C(CCN1C(=O)c2ccncc2C1=O)Nc1cc(F)ccc1F,-3,0.7,-11,2,0,1,10,1.1,-0.2
CCOc1ccc(-n2c(C)nc3cc(C(=O)NCCN4CCOCC4)ccc32)cc1,-3,0.4,-5,0,-16,0,-4,0.3,-1.9
N=C(N)SCP(=O)(c1ccccc1)c1ccccc1,15,0.3,-12,0,-2,0,5,1.7,-2.7
COc1ccc(S(=O)(=O)n2nc(OC(=O)C3CCCCC3)cc2N)cc1,74*,-1.1,0,1,-5,-7,-15,-0.6,-0.4
CCc1ccc(C(=O)Cn2cnc3cc([N+](=O)[O-])ccc3c2=O)cc1,60,0.9,-20,8,-12,2,·,1.7,-0.7
Cc1onc(C(=O)Nc2sc3c(c2C(N)=O)CCCC3)c1[N+](=O)[O-],-34,0.5,-23,14,0,7,-7,-0.5,0.7
C/C(=C\c1ccccc1)CN1CCN(Cc2ccc(C)o2)C(CCO)C1 (centres undefined),-5,-0.4,-30,7,1,1,-80,1.2,1.4
CC(C)CNC(=S)NC(=O)c1ccc(F)cc1,-22,0.4,-13,10,-7,0,0,-1.6,1.9
COc1ccc(CCN2CC(C(=O)Nc3cccc(C(C)=O)c3)CC2=O)cc1OC (centres undefined),-12,1.0,-7,12,-2,-13,-7,0.6,0.0
CC(C)CNS(=O)(=O)c1cc(C(=O)N2CCOCC2)c(Cl)cc1Cl,21,0.9,-10,12,-6,1,-8,-0.1,-0.4
COc1ccc(/C=C/C(=O)NCc2cn(C)nc2C)cc1COc1ccc(Cl)cc1Br,55,-0.5,18,-14,-4,-4,-20,0.1,1.2
O=C(COc1ccc2ccccc2c1CN1CCOCC1)N1CCc2ccccc21,5,0.3,-15,-1,-9,1,-2,0.7,-0.7
Cc1cc(C(F)(F)F)nc(SCC(=O)Nc2cc(C)on2)n1,5,0.6,8,4,-7,-1,-4,-1.9,1.3
O=C(O)CSc1nccn1-c1cccc(Cl)c1,8,0.2,-13,-3,-15,2,-13,0.0,0.1
CCC(CC)C1C(C#N)=C(N)SC(N)=C1C#N,4,0.8,-11,0,-4,62,0,4.7,-2.5
O=C(c1cccnc1)N1CCC(Oc2ccc(C(=O)N3CCCCO3)cc2)CC1,-3,0.9,-19,15,-10,0,-12,1.5,0.4
CC1(C)OC(=O)C(=NNc2ccc(O)cc2)C(=O)O1,29,0.4,-12,-7,-6,-14,-18,0.2,7.7
